# GAA glycogen mod = inhibitors or activators of human alpha-glucosidase glycogen cleavage. actives 0.38% (n = 300,000). Potency, µM (doses to about 76.4 µM), for the others: top-dose activity change, negative = inhibition, hits mostly inhibitors. P10253. AID 2100. recombinant GAA, glycogen substrate, Amplex Red glucose oxidase fluorescence;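 further: 0% = full enzyme reaction and -100% = no-enzyme basal signal; the screen sought inhibitors and activators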
#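 qHTS, 1536-well; enzyme 4 nM final; cpd up to 77 uM; substrate bovine liver glycogen 30 ug; 50 mM citrate/phosphate pH 5.0, 0.01% Tween-20; 37 C, 40 min; Amplex Red detection 45 min RT; Hill fit → AC50.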
# aGal spleen mod = alpha-galactosidase A (human) modulation. actives 0.008% (n = 240,000). AID 2107. Potency, µM (top dose mostly 80 µM), for inactives: top-dose activity change, negative = inhibition, actives largely listed as inhibitors. human spleen homogenate, 4MU-alpha-Gal fluorescence, 40 min;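 further: 0% = enzyme with vehicle and -100% = no enzyme basal signal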
# Target sequence (P06280 32-429 limits assumed): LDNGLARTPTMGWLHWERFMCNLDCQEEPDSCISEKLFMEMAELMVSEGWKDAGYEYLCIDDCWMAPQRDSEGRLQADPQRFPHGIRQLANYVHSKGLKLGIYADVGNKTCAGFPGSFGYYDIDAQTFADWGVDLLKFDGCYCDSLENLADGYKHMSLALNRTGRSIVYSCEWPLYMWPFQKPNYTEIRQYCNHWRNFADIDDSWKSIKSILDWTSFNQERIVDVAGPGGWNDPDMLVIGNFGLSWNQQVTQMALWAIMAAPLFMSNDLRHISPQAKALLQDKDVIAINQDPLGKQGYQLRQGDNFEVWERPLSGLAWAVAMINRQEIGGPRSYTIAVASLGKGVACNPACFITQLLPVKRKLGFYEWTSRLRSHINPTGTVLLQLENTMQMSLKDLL
#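 qHTS titration in buffer at pH 5.0. Alpha-galactosidase activity in spleen homogenate was measured via 4-methylumbelliferone release from 1 mM fluorogenic substrate after 40 min at 37C and a pH 10 stop. AC50 came from Hill fits of control-normalized data.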
# Epigenetic derep = derepresses silenced GFP reporter in murine cells; Potency, µM (top dose mostly 53.9 µM), for the others: top-dose GFP activation, hits mostly activators; actives 0.2% (n = 280,000); murine LDR cells, GFP reporter derepression, 30 h; further: % of control where 0% means no effect; nearly all actives have a fitted effect of over 60% in size
#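 GFP-positive cell count by laser-scanning cytometry (objects 20–120 um) after 30 h, 37 C compound exposure of murine LDR cells; reporter is CMV-GFP integrated at a silenced locus, inducible by HDAC or DNMT inhibitors.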
# GAA spleen mod = inhibitors or activators of human alpha-glucosidase in spleen homogenate. P10253. human spleen homogenate, 4-MU-alpha-glucoside fluorescence. Potency, µM (titrated, usually from 79.9 µM), inactives show at the highest dose activity change, negative = inhibition, actives largely listed as inhibitors. actives 0.006% (n = 240,000). AID 2112;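 further: 0% = enzyme with vehicle and -100% = no enzyme basal signal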
#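 Enzyme source: human spleen homogenate, 1 ug/well. Buffer 50 mM citric acid/K phosphate pH 5.0, 0.01% Tween-20. 4-MU-alpha-glucoside 1 mM; 37 C x 40 min; NaOH/glycine stop; fluorescence.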
# GAA inh = alpha-glucosidase (human) inhibition; Potency, µM (series often up to 76.9 µM), inactives show top-dose activity change, negative = inhibition, hits mostly inhibitors; AID 1466; actives 0.005% (n = 200,000); purified human GAA, 4-MU-alpha-glucoside fluorescence;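 further: plate controls were uninhibited enzyme wells for no effect and no-enzyme background for full effect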
#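 Read-out is 4-methylumbelliferone fluorescence (Ex 365/Em 440 nm) after NaOH/glycine stop at pH 10. Enzyme 4 nM, substrate 400 uM, pH 5.0 citrate buffer, 20 min room temperature; AC50 from Hill-equation concentration-response.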
# Tau fluor cs = counter-screen for tau fibril formation inhibitors. tau K18 P301L Alexa594 fluorescence, heparin fibrillization. Potency, µM (series often up to 57.7 µM), inactives show top-dose activity change, negative = decrease. actives 0.93% (n = 280,000). AID 1463; further: on the % scale 0 is the no-effect control and ±100 the full control effect; nearly all actives have a fitted effect of over 55% in size
#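 Human tau K18 P301L (15 uM unlabeled, 0.24 uM Alexa 594-labeled) in 100 mM sodium acetate pH 7 with 20 uM heparin, 6 hr at 37 C. ThT 30 uM added, 1 hr ambient; Alexa 594 FP and total fluorescence read at 555/632 nm.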
# NPSR antagonist = blocks cAMP signaling of the human neuropeptide S receptor; Q6W5P4; actives 1% (n = 220,000); Potency, µM (highest dose often 38.3 µM), for the others: at the top dose activity change, negative = inhibition, hits mostly inhibitors; CHO-NPSR cells, cAMP TR-FRET, antagonist mode; AID 1461; further: on the % scale 0 is the no-effect control and ±100 the full control effect; nearly all actives have a fitted effect of over 50% in size; many of its hits are not listed in these tables
# ALDH1A1 inh = inhibitors of human aldehyde dehydrogenase 1A1. P00352. Purified ALDH1A1, NADH fluorescence, propionaldehyde substrate. Potency, µM (doses to about 75.3 µM), for the others: at the top dose activity, negative = inhibition, most hits filed as inhibitors. actives 7.3% (n = 220,000). AID 1030; active means well fitted inhibition curve with a large enough effect, not every such curve was filed as active; inconclusive means small, poorly fitted or top-dose-only effect, or another doubt; inactive means no such curve, though single readings can be large or run the other way;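 further: plate controls were no enzyme wells and a reference inhibitor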
# Target sequence (P00352 whole entry, looked up): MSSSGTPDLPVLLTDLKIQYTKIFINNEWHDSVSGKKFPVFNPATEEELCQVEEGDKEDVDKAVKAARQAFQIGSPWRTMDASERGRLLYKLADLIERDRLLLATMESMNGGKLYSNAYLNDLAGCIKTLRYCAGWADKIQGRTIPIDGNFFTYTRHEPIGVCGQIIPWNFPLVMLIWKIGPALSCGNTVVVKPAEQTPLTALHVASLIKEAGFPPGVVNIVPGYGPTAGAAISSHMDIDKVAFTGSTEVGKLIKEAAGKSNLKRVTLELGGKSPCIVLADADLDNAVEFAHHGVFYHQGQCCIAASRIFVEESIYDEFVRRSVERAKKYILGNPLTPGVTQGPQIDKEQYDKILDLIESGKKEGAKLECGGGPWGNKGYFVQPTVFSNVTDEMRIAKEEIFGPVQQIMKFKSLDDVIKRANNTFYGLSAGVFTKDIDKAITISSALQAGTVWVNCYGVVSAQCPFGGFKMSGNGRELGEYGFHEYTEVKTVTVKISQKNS
# * marks the source's active call; other numbers are inactive results; u = inconclusive; x = no result given; & = joins results of further samples; [ ] = dose if it differs, or a comment. Unless noted, the call rests on the fitted dose curve; in most records, active means well fitted curve in the direction sought with a large enough effect; inconclusive means small, poorly fitted or top-dose-only effect, or another doubt; inactive means no such curve, though single readings can be large; an effect the other way counts as inactive or inconclusive. Potency means the concentration at half of the fitted maximal effect. Some of the compounds tested; count on the stated rates, not on these rows.
# The line under a structure holds: GAA glycogen mod	aGal spleen mod	Epigenetic derep	GAA spleen mod	GAA inh	Tau fluor cs	NPSR antagonist	ALDH1A1 inh
N#CCCN(C(=O)CSc1ccc2c(c1)OCCO2)c1ccccc1
    4%	-1%	-1.0%	2%	2%	-16%	-17%[46.1 µM]	u
CC1CCN(S(=O)(=O)c2ccc3c(c2)c(=O)c(C(=O)NC2CCCC2)cn3C)CC1
    5%	5%	1.1%	3%	u	-15%	-13%[46.1 µM]	u
NC(=O)c1ccc2c(=O)n3c(-c4cccs4)csc3nc2c1
    1%	6%	-0.2%	4%	x	-16%	-1%	x
CCNC(=S)NNC(=O)c1cc(C)on1
    u	7%	-1.4%	10%	-4%	0%	-10%[46.1 µM]	11%
Cc1onc(-c2ccccc2)c1C(=O)n1nnc2ccccc21
    0%	-6%	0.9%	-7%	1%	7%	-20%[46.1 µM]	u
COc1ccc(NS(=O)(=O)c2cc(NC(=O)c3sccc3C)ccc2N2CCOCC2)cc1
    3%	10%	0.0%	4%	-11%	-29%	55%	-10%
COc1c(Br)cc2c(C)c(C(=O)N3CCOCC3)oc2c1Br
    2%	-5%	-1.0%	4%	-2%	0%	-9%[46.1 µM]	7%
CC1C2C(c3ccccc3)N(C)C(=O)N(C)C2N(C)C(=O)N1C (stereo unspecified)
    7%	0%	-0.6%	-6%	-1%	-7%	10%[7.67 µM]	0%
O=C(O)c1cc(-c2ccco2)nc2ccccc12
    6%	u	0.6%&-2.6%	u	u	-10%&-3%	-1%[46.1 µM]	u
CCn1cc(C(=O)N2CCN(c3ccc(C(C)=O)cc3)CC2)c2cc(OC)c(OC)cc2c1=O
    7%	1%	0.0%&1.4%	2%	5%	0%&-9%	-1%	u
Cc1cc2c(C)nc(N/N=C/c3ccccc3)nc2o1
    -6%	-3%	1.0%	-2%	1%	-5%	0%	4%
O=C(c1cc(-c2ccco2)on1)N1CCCc2ccccc21
    0%	-1%	0.0%	3%	-3%	-13%	-8%[46.1 µM]	8.9µM*
COC(=O)c1ccc(N2CCCCC2)c(NS(=O)(=O)c2ccc(C)cc2)c1
    -7%	-9%	2.1%	-2%	-9%	-29%	-26%[46.1 µM]	7.9µM*
C/C(Cn1nnc([N+](=O)[O-])n1)=N\NC(=O)c1ccc(C)cc1
    -15%	-7%	-1.0%	-3%	-12%	2%	22%	-7%
Clc1ccc(NCn2cncn2)nc1
    17%	-7%	-1.7%	-4%	-3%	2%	4%[46.1 µM]	19µM*
CSCC[C@H](C=O)NC(=O)[C@H](CC(C)C)NC(=O)[C@H](CC(C)C)NC(C)=O
    x	9%	2.8%	-3%	x	-5%	x	8%
Cc1ccccc1NC(=O)N1CCc2ccccc2C1
    5%	-4%	0.5%	-2%	11%	5%	-1%	4%
CCN(CC)S(=O)(=O)c1cccc(C(=O)Oc2cccc(NC(=O)c3cccs3)c2)c1
    10%	-10%	-3.2%	1%	-6%	u	3%	-9%
O=C1CCN(S(=O)(=O)c2ccccc2)C2CCCCC12 (stereo unspecified)
    6%	5%	0.0%	-8%	5%	-8%	0%[46.1 µM]	u
O=S(=O)(NCc1cc(-c2ccccc2Cl)no1)c1ccc(Cl)cc1
    -10%	-7%	2.5%	0%	12%	-24%	-7%[46.1 µM]	u
O=C(c1cccc([N+](=O)[O-])c1)N1CCCC(C(=O)N2CCCCC2)C1 (stereo unspecified)
    -4%	4%	1.0%	-5%	x	-1%	9%	x
COc1ccc(C2C(C(=O)OC(C)C)=C(C)N=c3s/c(=C\c4cccs4)c(=O)n32)cc1 (stereo unspecified)
    -5%	4%	-1.2%	1%	-1%	-20%	-26%[46.1 µM]	-5%
CCOCCCNC(=O)CCSc1ccc(C)cc1
    0%	-6%	-6.2%	-9%	4%	-9%	8%[46.1 µM]	8%
COC(=O)c1c(C)[nH]c(C(=O)CSc2nnnn2-c2ccccc2)c1C
    3%	-3%	13%	3%	3%	-3%	-24%[46.1 µM]	3%
CSc1nc2ccc(S(=O)(=O)N3CCc4ccccc43)cc2s1
    2%	4%	0.0%	3%	0%	-29%	u	u
C=CCn1c(-c2cccs2)nc2ccccc21
    2%	-4%	-1.1%	-3%	-1%	-4%	8%[46.1 µM]	u
Cc1ccc(-n2c(SCC(=O)OC(C)C)nnc2-c2ccccn2)cc1
    -3%	5%	-4.2%	-16%	-1%	-2%	-18%[46.1 µM]	7%
COc1cccc(NC(=O)CC2S/C(=N\S(=O)(=O)c3ccccc3)N(c3ccccc3)C2=O)c1 (stereo unspecified)
    7%	-14%	-0.3%	-2%	2%	-29%	-7%	20µM*
CN(C)C1C(=O)C(C(N)=O)=C(O)[C@@]2(O)C(=O)C3=C(O)c4c(O)ccc(Cl)c4[C@@H](O)C3C[C@@H]12 (stereo partly specified)
    x	-15%	-1.2%	-7%	x	u	4%[46.1 µM]	-6%
CCCn1c(=O)c2ccccc2n2c(SCC(=O)N3CCc4ccccc4C3)nnc12
    3%	-5%	0.0%	-6%	3%	-3%	10%	2%
FC(F)(F)c1cccc(-c2nnc(-c3ccccc3)c(N3CCOCC3)n2)c1
    -12%	14%	0.0%	-7%	u	-5%	u	-8%
O=C(CCCOc1ccc(Cl)cc1Cl)N/N=C/c1ccccc1O
    1%	-4%	0.0%	-2%	-3%	-4%	-6%	2%
CC(C)(Oc1ccc(Cl)cc1)C(=O)NCCCn1ccnc1
    2%	20%	0.0%	0%	-9%	-1%	5%[46.1 µM]	-2%
COc1ccc([N+](=O)[O-])cc1NCc1ccccc1C
    -9%	4%	3.8%	-4%	7%	u	u	-2%
Cc1cnc(NC(=O)CC2CCCC2)s1
    -7%	9%	-0.4%	-2%	u	-10%	-15%	-4%
CC(C)CCN1CCN(Cc2cccn2-c2cccnc2)CC1CCO (stereo unspecified)
    -11%	7%	0.1%	4%	3%	-12%	-24%	8%
CC(C)N(Cc1nc(-c2ccc3c(c2)OCO3)no1)Cc1nccn1C
    -8%	8%	0.0%	2%	x	3%	7%	-7%
COc1ccc(CCCC(=O)NC2CCCCC2C)c(C)c1 (stereo unspecified)
    12%	-11%	4.7%	-8%	6%	-2%	-13%[46.1 µM]	16µM*
CCOC(=O)N1CCC(NC(=O)CCS(=O)(=O)c2ccc3c(c2)CCN3C(C)=O)CC1
    -6%	-1%	-0.9%	-4%	3%	4%	1%[46.1 µM]	-6%
O=S(=O)(c1cnc(Cl)c(Br)c1)N1CCc2ccccc21
    3%	4%	7.4%	0%	-1%[15.4 µM]	-17%	1%	2.8µM*

# Already shown: 14 of the compounds above.
# The line under a structure holds: GAA glycogen mod	aGal spleen mod	Epigenetic derep	GAA spleen mod	GAA inh	Tau fluor cs	NPSR antagonist	ALDH1A1 inh
Cc1ccc(-n2c(SCC(=O)OC(C)C)nnc2-c2ccccn2)cc1
    -3%	5%	-4.2%	-16%	-1%	-2%	-18%[46.1 µM]	7%
COc1cccc(NC(=O)CC2S/C(=N\S(=O)(=O)c3ccccc3)N(c3ccccc3)C2=O)c1 (stereo unspecified)
    7%	-14%	-0.3%	-2%	2%	-29%	-7%	20µM*
CN(C)C1C(=O)C(C(N)=O)=C(O)[C@@]2(O)C(=O)C3=C(O)c4c(O)ccc(Cl)c4[C@@H](O)C3C[C@@H]12 (stereo partly specified)
    x	-15%	-1.2%	-7%	x	u	4%[46.1 µM]	-6%
CCCn1c(=O)c2ccccc2n2c(SCC(=O)N3CCc4ccccc4C3)nnc12
    3%	-5%	0.0%	-6%	3%	-3%	10%	2%
FC(F)(F)c1cccc(-c2nnc(-c3ccccc3)c(N3CCOCC3)n2)c1
    -12%	14%	0.0%	-7%	u	-5%	u	-8%
O=C(CCCOc1ccc(Cl)cc1Cl)N/N=C/c1ccccc1O
    1%	-4%	0.0%	-2%	-3%	-4%	-6%	2%
CC(C)(Oc1ccc(Cl)cc1)C(=O)NCCCn1ccnc1
    2%	20%	0.0%	0%	-9%	-1%	5%[46.1 µM]	-2%
COc1ccc([N+](=O)[O-])cc1NCc1ccccc1C
    -9%	4%	3.8%	-4%	7%	u	u	-2%
Cc1cnc(NC(=O)CC2CCCC2)s1
    -7%	9%	-0.4%	-2%	u	-10%	-15%	-4%
CC(C)CCN1CCN(Cc2cccn2-c2cccnc2)CC1CCO (stereo unspecified)
    -11%	7%	0.1%	4%	3%	-12%	-24%	8%
CC(C)N(Cc1nc(-c2ccc3c(c2)OCO3)no1)Cc1nccn1C
    -8%	8%	0.0%	2%	x	3%	7%	-7%
COc1ccc(CCCC(=O)NC2CCCCC2C)c(C)c1 (stereo unspecified)
    12%	-11%	4.7%	-8%	6%	-2%	-13%[46.1 µM]	16µM*
CCOC(=O)N1CCC(NC(=O)CCS(=O)(=O)c2ccc3c(c2)CCN3C(C)=O)CC1
    -6%	-1%	-0.9%	-4%	3%	4%	1%[46.1 µM]	-6%
O=S(=O)(c1cnc(Cl)c(Br)c1)N1CCc2ccccc21
    3%	4%	7.4%	0%	-1%[15.4 µM]	-17%	1%	2.8µM*

# Next structures
# The line under a structure holds: GAA glycogen mod	aGal spleen mod	Epigenetic derep	GAA spleen mod	GAA inh	Tau fluor cs	NPSR antagonist	ALDH1A1 inh
CC(CCc1ccccc1)NC(=O)CSc1cccc[n+]1[O-] (stereo unspecified)
    0%	-7%	-0.4%	3%	2%	0%	16%	0%
CCOC(=O)CSc1nc(NCc2ccco2)c2ccccc2n1
    6%	-3%	-0.2%	-6%	2%	-2%	-13%[46.1 µM]	u
Cc1cc(C(=O)N2CCCc3ccccc32)no1
    2%	4%	-11%	-3%	-13%	8%	-9%[46.1 µM]	-7%
Cc1ccc(S(=O)(=O)Nc2nc(C)cc(N/N=C/c3ccc(O)cc3)n2)cc1
    1%	-21%	-1.0%	-7%	-1%	-19%	20%	u
CCCCN(C(=O)Cn1nnc2ccccc21)C(C(=O)NCc1ccco1)c1ccncc1 (stereo unspecified)
    -3%	-7%	3.1%	-7%	6%	-28%	-4%[46.1 µM]	u

# Source: PubChem BioAssay (National Center for Advancing Translational Sciences (NCATS))
